Mtb BioA inh = M. tuberculosis BioA enzyme inhibitors, primary screen, biochemical, plate reader, single point, HTS; 7,8-diaminopelargonic acid synthase BioA (Mycobacterium tuberculosis); purified M. tuberculosis BioA enzyme; inhibition, % at 9.99 µM; 360,000 compounds, 0.096% hits; AID 602481, 2012; in the data active = inhibition above about 40%
Rv3671c protease = Rv3671c serine protease inhibitors, primary screen, biochemical, fluorescence polarization, M. tuberculosis H37Rv. P9WHR9. inhibition, % at 5.96 µM. 320,000 compounds, 0.048% hits. AID 2606, 2010; in the data active = inhibition above about 38%;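 also: extracellular domain of Rv3671c used as enzyme; 0% = enzyme with DMSO and 100% = no enzyme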
Target sequence (P9WHR9 whole entry, looked up, the tested form may be a part): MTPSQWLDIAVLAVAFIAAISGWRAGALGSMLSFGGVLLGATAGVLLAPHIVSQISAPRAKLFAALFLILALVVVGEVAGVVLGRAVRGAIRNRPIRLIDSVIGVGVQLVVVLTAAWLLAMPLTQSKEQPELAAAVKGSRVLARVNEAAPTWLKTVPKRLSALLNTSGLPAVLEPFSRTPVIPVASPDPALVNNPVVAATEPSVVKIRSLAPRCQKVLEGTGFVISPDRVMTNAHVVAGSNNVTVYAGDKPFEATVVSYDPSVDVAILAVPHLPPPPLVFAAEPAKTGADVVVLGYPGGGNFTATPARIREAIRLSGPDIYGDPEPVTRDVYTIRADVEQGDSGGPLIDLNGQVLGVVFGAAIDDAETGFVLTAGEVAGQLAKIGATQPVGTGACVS
3CLpro inhibitor = SARS-CoV 3CLpro protease inhibitors, primary screen, biochemical, quenched FRET | Replicase polyprotein 1ab (Severe acute respiratory syndrome coronavirus), P0C6X7 | recombinant SARS-CoV 3CLpro, quenched FRET peptide cleavage | 290,000 compounds, 0.14% hits | inhibition, % at 6 µM; in the data active = inhibition above about 12%
VHR inh abs = VHR1 phosphatase inhibitors, primary screen, biochemical, absorbance, uHTS; recombinant VHR phosphatase, pNPP absorbance; Dual specificity protein phosphatase 3 (Homo sapiens), P51452; 290,000 compounds, 0.52% hits; inhibition, % at 13.3 µM; in the data active = inhibition above about 50%; also: some compounds called inactive have numbers as strong as hits
Target sequence (P51452 whole entry, looked up): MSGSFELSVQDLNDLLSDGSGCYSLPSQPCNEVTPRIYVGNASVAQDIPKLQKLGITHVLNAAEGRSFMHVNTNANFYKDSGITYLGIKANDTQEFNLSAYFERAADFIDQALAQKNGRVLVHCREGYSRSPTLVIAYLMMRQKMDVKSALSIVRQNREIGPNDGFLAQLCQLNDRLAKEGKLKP
GDH-TPI counter = GDH-TPI coupling enzyme inhibitors, primary screen, artefact control for M. tuberculosis FBA inhibitor project, biochemical, absorbance, full deck; GDH-TPI coupled enzyme counterscreen, NADH absorbance; inhibition, % at 4.8 µM; 360,000 compounds, 1.2% hits; in the data active = inhibition above about 30%;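 also: 0% = DMSO wells and 100% = wells lacking the enzyme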
SSB-PriA inh = inhibitors of Klebsiella pneumoniae PriA binding to SSB C-terminal tail, primary screen, biochemical, AlphaScreen | 430,000 compounds, 0.6% hits | inhibition, % at 33 µM | PriA–SSB C-terminal tail interaction (Klebsiella pneumoniae) | AlphaScreen SSBct-PriA binding, biotinylated peptide; in the data active = inhibition mostly above about 37%, no sharp cut-off; inactive = mostly below about 20%;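 also: plate controls were negative control peptide for no effect and reference peptide for full effect; strong numbers were not always called active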
Mtb UGM inh = M. tuberculosis UGM enzyme inhibitors, primary screen, biochemical, fluorescence polarization, single point; inhibition, % at 10 µM; purified UGM, fluorescence polarization probe displacement; 320,000 compounds, 0.06% hits; AID 504406, 2011; in the data active = inhibition above about 10%, passing the limit was not always enough
BH1578 lux ind = inducers of Vibrio cholerae quorum light production without autoinducers, primary screen, BH1578 luxS cqsA deficient, single point; V. cholerae BH1578 lux reporter, luminescence, 6 h; activation, % at 18.7 µM; 350,000 compounds, 0.16% hits; in the data active = activation mostly above about 9.7%, no sharp cut-off; also: not every result past the cut was called active; inactives centre near 0; reference of the scale not given here
Mtb FBA inh = Mtb FBA enzyme inhibitors, primary screen, biochemical, fluorescence, strain H37Rv | Fructose-bisphosphate aldolase (Mycobacterium tuberculosis (strain ATCC 25618 / H37Rv)), … | purified M. tuberculosis FBA, fluorescence read-out | inhibition, % at 1 µM | 360,000 compounds, 2.3% hits | AID 588726, 2011; in the data active = inhibition above about 27%;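 also: 0% = vehicle and 100% = reference inhibitor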
Target sequence (P9WQA3 whole entry, looked up): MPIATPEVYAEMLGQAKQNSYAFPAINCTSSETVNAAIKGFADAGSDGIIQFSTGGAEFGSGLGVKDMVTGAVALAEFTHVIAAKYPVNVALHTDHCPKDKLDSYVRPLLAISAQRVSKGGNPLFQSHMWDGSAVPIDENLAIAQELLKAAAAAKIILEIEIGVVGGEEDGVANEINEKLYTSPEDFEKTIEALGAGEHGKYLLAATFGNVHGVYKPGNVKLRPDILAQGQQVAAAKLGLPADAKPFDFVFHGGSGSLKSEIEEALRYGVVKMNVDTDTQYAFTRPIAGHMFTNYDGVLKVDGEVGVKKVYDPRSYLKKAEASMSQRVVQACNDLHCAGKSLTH
MazF activator = activators of E. coli MazEF toxin-antitoxin RNase, primary screen, biochemical, fluorescence, uHTS. 350,000 compounds, 0.32% hits. activation, % at 20 µM. Endoribonuclease toxin MazF (Escherichia coli (strain K12)), P0AE70. FAM/BHQ RNA-DNA oligo cleavage fluorescence, 5 h; in the data active = activation above about 50%
Target sequence (P0AE70 whole entry, looked up): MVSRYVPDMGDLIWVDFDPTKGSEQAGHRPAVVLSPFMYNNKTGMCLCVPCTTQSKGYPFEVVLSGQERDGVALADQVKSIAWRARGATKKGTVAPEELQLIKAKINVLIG
Starred values were filed as active, the others as inactive; i = inactive; / = not tested or not shown; + = active, no number. Only part of the results is shown (hit frequency here may not be typical).

SMILES	Mtb BioA inh	Rv3671c protease	3CLpro inhibitor	VHR inh abs	GDH-TPI counter	SSB-PriA inh	Mtb UGM inh	BH1578 lux ind	Mtb FBA inh	MazF activator
C=CC1CN2CCC1CC2C(OC(C)=O)c1ccnc2ccc(OC)cc12 (centres undefined)	/	-1	2	21	3	-1	-0.3	0.4	2	8
COc1ccc(NC(=O)N(C)C[C@H]2Oc3ccc(NC(=O)Nc4c(C)noc4C)cc3C(=O)N([C@H](C)CO)C[C@H]2C)cc1	3.0	-4	/	/	8	-7	-3.9	-1.0	9	7
CCOc1ccccc1OCCOc1ccccc1CC	0.1	5	-3	10	6	-127	-0.2	-0.5	2	1
Cc1cccn2c(NCC3CCCO3)c(C(C)C)nc12 (centres undefined)	-0.6	6	-10	33	0	/	2.6	i	22	12
COc1ccc(NC(=O)CN(C)C(=O)c2cccc(S(=O)(=O)Nc3ccc(OC)cc3)c2)cc1	0.6	-2	/	/	5	-9	-2.5	i	1	4
O=C(Cn1ccc([N+](=O)[O-])n1)c1ccccc1	/	-4	2	-1	0	-5	-1.0	-0.2	6	-10
Cc1ccc(NC(=O)N[C@@H](CC(C)C)C(=O)O)c(C)c1	/	-2	-2	-2	9	-7	-0.2	-0.7	1	-3
O=C(Nc1ccc(C(=O)O)cc1)/C(=C\C=C\c1ccccc1)NC(=O)c1ccccc1Br	1.8	-9	9	8	52*	-9	0.8	/	-3	-2
COc1ccc(-[n+]2c(C)cc(/C=C3\Sc4ccccc4N3C)cc2C)cc1	/	-10	-3	4	-12	/	-6.7	4.8	-34	/
COc1ccccc1N1CCN(C(=O)C2=CC=CN3CCS(=O)(=O)N=C23)CC1	-1.2	1	/	/	4	-7	2.4	-0.3	-1	-24
CC(Sc1nncn1C)C(=O)Nc1ccc(S(N)(=O)=O)cc1 (centres undefined)	0.1	-1	2	14	-12	-6	/	-0.1	-5	10
c1ccc2c(c1)ccc1ccccc12	-2.2	0	/	/	9	-17	/	-0.4	5	7
Cc1ccc(NC(=S)NC2CCCC2)cc1	-0.3	-7	-3	26	-7	-3	2.8	-1.4	1	-6
O=C(C1COc2ccccc2O1)N1CCN(c2nc3ccccc3s2)CC1 (centres undefined)	3.2	-1	-1	10	-8	7	1.0	-0.7	3	-6
S=C(Nc1ccccc1Cl)N1CCN(Cc2ccccc2)CC1	0.6	-5	-2	4	-5	-12	0.5	-0.4	-3	4
CC1(C)CC(=O)c2cc(OCC(=O)N3CCN(c4ccccc4F)CC3)ccc2O1	2.5	-2	3	10	7	-8	2.6	-0.2	18	-5
COc1ccc(NC(=O)C2CCC2)cc1S(=O)(=O)N1CCOCC1	-0.6	-4	/	/	-4	5	0.3	i	-1	3
O=C(CN1CCN(S(=O)(=O)c2ccccc2)CC1)NCCc1ccccc1	4.7	1	0	10	7	3	1.5	i	0	-11
COc1cc(C2NC(=O)NC(C)=C2C(=O)OCC2CCCCC2)cc(Cl)c1O (centres undefined)	2.5	-4	-2	2	17	20	5.3	-0.1	1	-12
CCCCc1nc2sc3c(=O)[nH]cnc3c2c2c1CCCC2	/	-7	3	-5	4	-3	-2.0	i	-2	-12
COc1ccc(C(CNC(=O)COc2ccccc2OC)N2CCCCC2)cc1 (centres undefined)	-0.5	-1	-4	-14	0	-11	-0.7	3.6	0	4
CC1(CCC#N)N=C(SCCC#N)N(c2ccccc2)C1=O (centres undefined)	-0.7	8	-5	16	-6	-5	0.3	i	1	7
Cc1cc(=O)oc2cc(OCCSCCN3CCCCC3)ccc12	1.6	-4	1	31	36*	-6	3.0	-0.2	26	6
O=C(CNC(=O)c1ccc(Br)cc1)NCC(=O)OCC(=O)c1ccc([N+](=O)[O-])cc1	0.0	-13	4	1	4	-10	0.6	-0.2	2	1
CC(=O)c1ccc(N2CCN(C(=O)c3cccs3)C(C)C2)c(F)c1 (centres undefined)	40	-2	-5	33	21	0	5.0	i	0	4
COc1ccccc1NC(=O)COC(=O)Cc1ccc(S(=O)(=O)N2CCCCC2)s1	/	-4	4	16	1	-4	-2.2	i	2	-7
O=C(Nc1cccc(O)c1)c1c(O)c2ccccc2[nH]c1=O	-1.0	-25	-4	-16	4	-1	-0.3	i	0	1
C=C(C)Cn1c(CNC(C)=O)nc2ccccc21	1.2	-2	0	14	10	-8	/	-0.3	0	1
CC(C)N(C(=O)CSc1nnnn1C1CCCC1)C(C)C	-0.3	-5	2	0	-2	5	1.6	i	0	11
COc1ccc(C(=O)c2sc3nc(-c4ccccc4)ccc3c2N)cc1OC	0.4	4	-2	28	11	-9	-1.0	i	-1	5
COc1ccc(C)cc1NC(=O)c1cc(S(=O)(=O)N2CCCCC2)ccc1N1CCOCC1	-0.5	-26	/	/	15	-1	-0.3	i	1	-9
CCOC(=O)c1c(C)[nH]c(C)c1C(=O)CSc1nnc(N)s1	/	6	-5	20	4	-6	0.6	-0.6	4	1
O=C(COC(=O)CCC(=O)c1cccs1)NCc1ccc(Cl)cc1	0.9	-3	4	-4	5	-10	-1.4	-0.3	-4	1
CC(C)C(OC(=O)c1ccco1)C(=O)NCc1ccccc1 (centres undefined)	-0.4	-7	2	11	-6	-5	2.3	-17	1	1
N#Cc1cc2ccncc2c2ccccc12	0.2	/	/	/	2	/	/	i	6	9
Cc1ccc(S(=O)(=O)N(C)c2ccc(OC(C)C(=O)N(C)c3ccccc3)cc2)cc1 (centres undefined)	-0.5	/	/	/	-5	2	/	i	1	-1
O=C(c1ccccc1SCc1ccccc1)N1CCOCC1	/	6	-1	2	-2	-3	1.2	-1.1	3	-9
Cc1cc(C)n2c(SCC(=O)Nc3ncc(C(F)(F)F)cc3Cl)nnc2n1	-1.3	9	1	-15	9	0	-1.2	-0.4	2	2
CCOc1cccc(C(=O)Nc2ccccc2C(=O)N2CCOCC2)c1	-1.3	3	4	-14	0	-7	0.6	7.7	2	2
CCOc1ccc(C(=O)NCC(C)NC(=O)c2ccc(OCC)cc2)cc1 (centres undefined)	-1.1	3	1	16	9	-3	-0.5	-1.8	1	4
O=C(NNc1ccccc1)c1ccccc1	-0.1	/	/	/	-1	-14	/	i	-2	-1
O=C(NCCN1CCN(S(=O)(=O)c2ccc(F)cc2)CC1)C(=O)NCc1ccccc1	-1.1	4	2	15	1	4	-1.6	-0.2	-1	1
Cc1ccc(NC(=O)C2(c3ccccc3)CC2(Cl)Cl)cc1C (centres undefined)	-2.2	-4	2	11	-8	-12	0.1	0.4	0	1
CCC/C(=N\O)c1c[nH]c2ccccc12	0.0	6	1	21	1	/	-0.7	i	10	-11
O=c1c2cnn(-c3ccccc3)c2nc(-c2cccs2)n1-c1ccc(Cl)cc1	-0.1	4	0	15	2	-5	-0.8	i	1	-15
CC(C)(C)c1cc(CN(CCO)CCO)c(O)c(C(C)(C)C)c1	0.6	-2	6	25	4	3	2.7	-0.4	5	-9
Cc1nc(SCC(=O)N2CCOCC2)c2ccsc2n1	3.5	-3	-8	28	1	-7	1.8	i	2	7
COc1ccc(C(=O)CCc2ccccc2)c(O)c1	/	1	/	/	10	-15	-0.5	-0.6	-2	5
COc1ccc(-c2cc(=Nc3ccc(C(=O)O)cc3)c3cc(C)ccc3o2)cc1	-1.6	-14	2	6	9	-6	3.6	-0.4	+	5
COc1cccc(C2=Nn3c(nnc3-c3ccccc3O)SC2)c1	2.7	-1	-1	-4	8	-13	-1.0	-7.5	2	-4

The list goes on.
SMILES	Mtb BioA inh	Rv3671c protease	3CLpro inhibitor	VHR inh abs	GDH-TPI counter	SSB-PriA inh	Mtb UGM inh	BH1578 lux ind	Mtb FBA inh	MazF activator
COc1ccc(CN2CCNC(=O)C2CC(=O)N(C)Cc2nccn2C)cc1OC (centres undefined)	-1.6	8	-4	-5	1	-5	1.5	-0.1	0	-2
Fc1cccc(NCCc2c[nH]c3ccccc23)n1	-0.1	-2	1	16	-10	15	-2.3	-1.4	-2	1
COC(=O)Cn1c(=NC(=O)c2ccc(Cl)s2)sc2cc(C)ccc21	-1.1	3	3	6	-10	-2	0.4	-0.4	3	-15
C=CC1=C2C=C(C3CC3)N(CCCN(CC)CC)C=C2C(=O)C(C)(OC(=O)c2ccco2)C1=O (centres undefined)	-0.4	-13	/	/	9	-5	3.0	-1.3	4	-21
CC[C@]12c3[nH]c4ccc(OC)cc4c3CCN1C(=O)C(CC(=O)NCCc1ccccn1)C[C@@H]2C(=O)N1CCN(C(=O)c2ccco2)CC1 (some centres undefined)	1.0	/	/	/	5	4	/	i	4	-2
NC(=NC1CCCCC1)c1ccc(Cl)cc1	/	9	2	2	2	0	-0.1	0.0	1	7

Among those listed so far, 14 contain a halogen:
SMILES	Mtb BioA inh	Rv3671c protease	3CLpro inhibitor	VHR inh abs	GDH-TPI counter	SSB-PriA inh	Mtb UGM inh	BH1578 lux ind	Mtb FBA inh	MazF activator
O=C(Nc1ccc(C(=O)O)cc1)/C(=C\C=C\c1ccccc1)NC(=O)c1ccccc1Br	1.8	-9	9	8	52*	-9	0.8	/	-3	-2
S=C(Nc1ccccc1Cl)N1CCN(Cc2ccccc2)CC1	0.6	-5	-2	4	-5	-12	0.5	-0.4	-3	4
CC1(C)CC(=O)c2cc(OCC(=O)N3CCN(c4ccccc4F)CC3)ccc2O1	2.5	-2	3	10	7	-8	2.6	-0.2	18	-5
COc1cc(C2NC(=O)NC(C)=C2C(=O)OCC2CCCCC2)cc(Cl)c1O (centres undefined)	2.5	-4	-2	2	17	20	5.3	-0.1	1	-12
O=C(CNC(=O)c1ccc(Br)cc1)NCC(=O)OCC(=O)c1ccc([N+](=O)[O-])cc1	0.0	-13	4	1	4	-10	0.6	-0.2	2	1
CC(=O)c1ccc(N2CCN(C(=O)c3cccs3)C(C)C2)c(F)c1 (centres undefined)	40	-2	-5	33	21	0	5.0	i	0	4
O=C(COC(=O)CCC(=O)c1cccs1)NCc1ccc(Cl)cc1	0.9	-3	4	-4	5	-10	-1.4	-0.3	-4	1
Cc1cc(C)n2c(SCC(=O)Nc3ncc(C(F)(F)F)cc3Cl)nnc2n1	-1.3	9	1	-15	9	0	-1.2	-0.4	2	2
O=C(NCCN1CCN(S(=O)(=O)c2ccc(F)cc2)CC1)C(=O)NCc1ccccc1	-1.1	4	2	15	1	4	-1.6	-0.2	-1	1
Cc1ccc(NC(=O)C2(c3ccccc3)CC2(Cl)Cl)cc1C (centres undefined)	-2.2	-4	2	11	-8	-12	0.1	0.4	0	1
O=c1c2cnn(-c3ccccc3)c2nc(-c2cccs2)n1-c1ccc(Cl)cc1	-0.1	4	0	15	2	-5	-0.8	i	1	-15
Fc1cccc(NCCc2c[nH]c3ccccc23)n1	-0.1	-2	1	16	-10	15	-2.3	-1.4	-2	1
COC(=O)Cn1c(=NC(=O)c2ccc(Cl)s2)sc2cc(C)ccc21	-1.1	3	3	6	-10	-2	0.4	-0.4	3	-15
NC(=NC1CCCCC1)c1ccc(Cl)cc1	/	9	2	2	2	0	-0.1	0.0	1	7

Bioassay records as filed in PubChem BioAssay.
